Screens: PubChem, several laboratories
NRP1-CendR mod: modulators of CendR peptide binding to NRP-1, primary screen, biochemical, fluorescence polarization, uHTS | 360,000 tested, 0.85% active | FAM-RPARPAR peptide binding to NRP-1 | inhibition, % at 25 µM | Neuropilin-1 (Homo sapiens), O14786 | AID 602438, 2012;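 active = inhibition or corrected inhibition above about 18%, plus a signal ratio from 0.5 to 1.5, limit read from the data, passing the limit was not always enough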; note: strong numbers were not always called active
Target sequence (O14786 whole entry, looked up): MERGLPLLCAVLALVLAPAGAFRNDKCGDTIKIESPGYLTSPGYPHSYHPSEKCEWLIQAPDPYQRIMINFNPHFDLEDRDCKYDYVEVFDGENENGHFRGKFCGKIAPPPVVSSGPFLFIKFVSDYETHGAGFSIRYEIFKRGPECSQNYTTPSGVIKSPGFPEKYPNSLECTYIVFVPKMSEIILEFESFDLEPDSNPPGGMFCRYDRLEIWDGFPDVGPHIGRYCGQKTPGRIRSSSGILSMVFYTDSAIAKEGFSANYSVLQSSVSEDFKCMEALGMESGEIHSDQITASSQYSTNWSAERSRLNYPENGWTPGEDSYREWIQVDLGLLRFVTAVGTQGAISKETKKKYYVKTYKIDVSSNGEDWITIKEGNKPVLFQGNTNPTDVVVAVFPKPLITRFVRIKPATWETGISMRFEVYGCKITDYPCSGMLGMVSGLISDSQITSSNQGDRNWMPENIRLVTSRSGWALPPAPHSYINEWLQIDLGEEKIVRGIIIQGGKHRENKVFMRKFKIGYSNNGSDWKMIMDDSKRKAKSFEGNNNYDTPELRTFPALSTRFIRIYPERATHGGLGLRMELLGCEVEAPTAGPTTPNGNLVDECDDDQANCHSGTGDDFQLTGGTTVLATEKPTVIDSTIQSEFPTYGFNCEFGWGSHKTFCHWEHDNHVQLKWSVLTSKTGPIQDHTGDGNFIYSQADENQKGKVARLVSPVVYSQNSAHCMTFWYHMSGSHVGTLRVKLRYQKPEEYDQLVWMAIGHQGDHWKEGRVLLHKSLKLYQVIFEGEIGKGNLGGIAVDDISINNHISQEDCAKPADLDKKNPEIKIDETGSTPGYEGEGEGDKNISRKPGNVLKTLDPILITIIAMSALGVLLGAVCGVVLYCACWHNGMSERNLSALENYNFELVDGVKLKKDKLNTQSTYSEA
LMPTP inh: LMPTP phosphatase inhibitors, primary screen, biochemical, fluorescence intensity, uHTS | Low molecular weight phosphotyrosine protein phosphatase (Homo sapiens), P24666 | inhibition, % at 20 µM | 360,000 tested, 0.22% active | recombinant LMPTP-A, OMFP fluorogenic substrate;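 active = compounds that cut the enzyme signal by at least half of the control window in the single-dose screen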;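 note: plate controls were DMSO wells with enzyme plus substrate for no effect and substrate without enzyme for full effect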
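Test system – LMPTP-A enzyme · Amount – LMPTP-A at 0.625 nM final in the reaction · Buffer or medium – Bis-Tris pH 6.0, DTT, detergent · Reagent – OMFP 400 µM · Doses – single 20 µM dose · Schedule – reaction 50 min, room temperature, dark · Detection – fluorescence intensity of OMFP turnover product · Evaluation – percent inhibition versus substrate-only and uninhibited controls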
Neddylation inh: inhibitors of cullin neddylation, primary screen, biochemical, TR-FRET, uHTS, NAE and Ubc12; 360,000 tested, 0.58% active; AID 651699, 2012; calls only at 25 µM; in the data active = inhibition above about 36%
Tb MetRS inh: T. brucei MetRS inhibitors, primary screen, biochemical, luminescence. purified T. brucei MetRS, ATP depletion, Kinase-Glo luminescence. inhibition, % at 11.9 µM. 360,000 tested, 0.4% active;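 active = inhibition above a per-plate cutoff of the control wells' mean inhibition plus 3 SD, cut at about 5.5% in these data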;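 note: 0% = DMSO wells median and 100% = median of wells with control inhibitor compound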
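Dosing: 11.9 µM compound single dose, 0.9% DMSO; Assay system: purified T. brucei MetRS enzyme; Measured by: Kinase-Glo luciferase luminescence reporting remaining unconsumed ATP; Schedule: 15 min plus 2 h at 25 °C.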
STEP block: STEP phosphatase inhibitors, primary screen, biochemical, fluorescence intensity, uHTS; 360,000 tested, 0.25% active; recombinant STEP, OMFP fluorogenic substrate; Tyrosine-protein phosphatase non-receptor type 5 (Homo sapiens), P54829; inhibition, % at 20 µM;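 active = inhibition at 20 µM, scaled per plate between control wells, above about 37%, limit read from the data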;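 note: 0% = DMSO with enzyme and substrate and 100% = substrate only without enzyme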
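Measure: Control-normalized % inhibition with plate pattern correction | Test system: STEP phosphatase, cell-free reaction | Medium: pH 6.0 Bis-Tris with DTT and Tween 20 | Technique: Fluorescence, 480/540 nm | Times: Reaction 20 min, ambient temperature | Doses: Single compound dose of 20 µM, 1% DMSO final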
NadD inh: inhibitors of S. aureus NadD, primary screen, biochemical, colorimetric, uHTS. Nicotinate-nucleotide adenylyltransferase NadD (Staphylococcus aureus N315). purified NadD enzyme, colorimetric absorbance read-out. inhibition, % at 20 µM. 360,000 tested, 0.78% active. AID 602399, 2012; in the data active = inhibition above about 26%; note: some compounds past the cut are filed as inactive
Scp1 inh: Scp-1 phosphatase inhibitors, primary screen, biochemical, colorimetric, uHTS; inhibition, % at 20 µM; 340,000 tested, 0.88% active; Recombinant Scp1, phosphopeptide, malachite green phosphate absorbance; AID 493091, 2011;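 active = inhibition above about 50% at 20 µM, limit read from the data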;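 note: plate controls were DMSO wells with enzyme for no effect and wells lacking enzyme for full effect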
Target sequence (Q9GZU7 76-261 limits assumed): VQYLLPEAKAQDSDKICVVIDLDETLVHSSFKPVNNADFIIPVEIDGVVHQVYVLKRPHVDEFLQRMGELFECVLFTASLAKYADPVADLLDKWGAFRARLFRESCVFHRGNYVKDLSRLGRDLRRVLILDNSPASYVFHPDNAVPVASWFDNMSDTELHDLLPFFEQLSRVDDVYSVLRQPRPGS
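Material – SCP-1 phosphatase catalytic domain, residues 76-261 · Buffer or medium – Acidic Tris acetate buffer with magnesium and detergent · Also added – Phospho 17-mer peptide substrate · Compound – single 20 µM dose, 1% DMSO · Times – 45 min room-temperature reaction, 5 min colour, 30 min stabiliser · Technique – Phosphate-binding colour reagent, absorbance read at 630 nm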
SUMO1 PPI mod: modulators of SUMO1 protein-protein interactions, primary screen, biochemical, uHTS | Small ubiquitin-related modifier 1 (Homo sapiens), P63165 | SUMO1 binding to a labelled peptide, TR-FRET, 1 h | inhibition, % at 20 µM | 360,000 tested, 0.33% active; in the data active = inhibition above about 37%
DNMT1 inh: human DNMT1 methyltransferase inhibitors, primary screen, biochemical, molecular beacon, fluorescence, HinP1I cleavage, uHTS; DNA (cytosine-5)-methyltransferase 1 (Homo sapiens), P26358; inhibition (reported as % activation of signal), % at 10 µM; 360,000 tested, 0.83% active; in the data active = inhibition above about 50%
SKN-1 inh: suppressors of acrylamide-induced Pgst-4::GFP reporter in worms, primary screen, SKN-1 inhibitor project, whole organism, uHTS, GFP/RFP fluorescence ratio, strain VP596. C. elegans VP596 Pgst-4::GFP/RFP ratio, 24 h. inhibition, % at 21.8 µM. 360,000 tested, 0.49% active. AID 624304, 2012;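 active = interference check ratio from 0.5 to 1.5 plus GFP to RFP signal ratio inhibition reaching or exceeding a fixed threshold, cut at about 30% in these data, passing the limit was not always enough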; note: some compounds called inactive have numbers as strong as hits
* marks the source's active call; other numbers are inactive results; i = inactive; . = no result given.

The first 4 compounds as a preview:
SMILES | NRP1-CendR mod | LMPTP inh | Neddylation inh | Tb MetRS inh | STEP block | NadD inh | Scp1 inh | SUMO1 PPI mod | DNMT1 inh | SKN-1 inh
O=C(Nc1ccccc1N1CCOCC1)c1cnccn1 | 10 | 1.6 | i | 0.3 | -1 | 6 | 28 | -1 | 5 | -9
COc1ccc(C)cc1-n1c(SCC(=O)N2CCOCC2)nc2ccccc2c1=O | -8 | -0.6 | i | -0.4 | 1 | 3 | . | -1 | -1 | 3
COc1ccc2c(=O)c(-c3ccc(C)cc3)c(-c3ccccc3)oc2c1 | -9 | -1.1 | i | -1.6 | -2 | -1 | 1 | -2 | 5 | 6
O=C(Nc1ccc(-c2csnn2)cc1)C1CC1 | -7 | -2.0 | i | -0.1 | -4 | 1 | -2 | 7 | 0 | -2

The whole of this part (from the top)
SMILES | NRP1-CendR mod | LMPTP inh | Neddylation inh | Tb MetRS inh | STEP block | NadD inh | Scp1 inh | SUMO1 PPI mod | DNMT1 inh | SKN-1 inh
O=C(Nc1ccccc1N1CCOCC1)c1cnccn1 | 10 | 1.6 | i | 0.3 | -1 | 6 | 28 | -1 | 5 | -9
COc1ccc(C)cc1-n1c(SCC(=O)N2CCOCC2)nc2ccccc2c1=O | -8 | -0.6 | i | -0.4 | 1 | 3 | . | -1 | -1 | 3
COc1ccc2c(=O)c(-c3ccc(C)cc3)c(-c3ccccc3)oc2c1 | -9 | -1.1 | i | -1.6 | -2 | -1 | 1 | -2 | 5 | 6
O=C(Nc1ccc(-c2csnn2)cc1)C1CC1 | -7 | -2.0 | i | -0.1 | -4 | 1 | -2 | 7 | 0 | -2
CCOC(=O)[C@@H]1[C@H]2COc3ccccc3[C@H]2N2C(=O)N(c3ccccc3)C(=O)[C@]12C | -6 | -0.7 | i | -0.2 | 1 | -4 | -12 | 9 | 0 | 12
O=C(C1CC1)N1CCN(S(=O)(=O)c2ccc3c(c2)OCCO3)CC1 | -5 | -0.1 | i | -0.6 | -1 | 0 | -1 | -1 | -5 | 7
O=C(O)c1ccc(S(=O)(=O)c2ccc3c(c2)C(=O)N(NC(=O)c2cccnc2)C3=O)cc1 | -13 | -1.8 | i | 0.5 | -5 | 0 | -7 | -8 | 0 | -4
O=C(Nc1nnc([C@H]2C[C@H](O)[C@@H](CO)O2)s1)Nc1ccccc1C(F)(F)F | -12 | 0.3 | i | -0.1 | -4 | -4 | . | 15 | 3 | 1
O=C1c2cccnc2C(Nc2ccc(Br)cc2)N1Cc1cccs1 (stereo unspecified) | -2 | 0.1 | i | -1.0 | 0 | -2 | -2 | 1 | -3 | 4
Cc1cc2c(cc1C)NC(c1nc3ccccc3[nH]1)C1=C(CC(C)(C)CC1=O)N2 (stereo unspecified) | 29* | -1.1 | i | -1.3 | 6 | -2 | 3 | -6 | 6 | -42
O=C(COc1ncnc2c1cnn2-c1ccccc1)Nc1ccc(S(=O)(=O)N2CCCCC2)cc1 | -2 | 3.6 | i | -0.5 | 3 | 10 | -10 | 3 | -22 | 18
COc1ccc(-n2c(CNC(=O)c3cccs3)n[nH]c2=S)cc1 | 31* | -0.7 | i | 0.9 | 2 | 6 | -1 | -3 | 3 | 5
CC1Cc2[nH][nH]c(=O)c2C(C2CCCC2)O1 (stereo unspecified) | -3 | -1.1 | i | -0.2 | . | 8 | . | -5 | . | 13
Cc1nc2ccccc2n1CCc1nc2c3ccccc3nc(SCC(=O)NCc3ccco3)n2n1 | -12 | 16 | i | -0.3 | 1 | 0 | -3 | 1 | -10 | 5
Cc1ccc(OCCCCn2ccnc2)c(Cl)c1 | 1 | 0.7 | i | 1.0 | 2 | 8 | -8 | -5 | 4 | 3
O=C(Nc1ccc(Cl)cc1Cl)c1n[nH]c(Cn2cncn2)n1 | 5 | -2.1 | i | -0.3 | 4 | 6 | -8 | 6 | 4 | 3
C/C(CC(=O)Nc1ccc(Br)cc1)=N\NC(=O)Cc1csc(N)n1 | 1 | -1.4 | i | 0.0 | 4 | -1 | -8 | -3 | -3 | 4
Cc1ccc(/C=C/C(=O)N2CCN(c3cccc(C(F)(F)F)c3)CC2)cc1 | -8 | 1.5 | i | -0.5 | 4 | -4 | -8 | -5 | 0 | 12
O=[N+]([O-])c1nn(-c2ccc3c(c2)OCCO3)n(O)c1=NCCCO | 1 | 0.0 | i | -0.7 | 2 | -3 | 2 | -34 | -4 | -26
CN1CCN(c2ccccc2NC(=O)c2ccc(Br)o2)CC1 | -6 | -1.7 | i | -1.3 | -2 | -3 | -9 | 0 | -1 | 12
Cc1cc(=O)oc2cc(OCC#N)ccc12 | -12 | -1.7 | i | -0.7 | 3 | 2 | 0 | 0 | -1 | -25
N#CC(OC(=O)c1ccccc1)c1cccc([N+](=O)[O-])c1 (stereo unspecified) | 15 | -2.1 | i | -0.4 | -2 | -7 | -7 | -18 | -8 | 5
CN(CC(=O)Nc1ccc(Cl)c(C(F)(F)F)c1)C(=O)CCNC(=O)c1ccco1 | -1 | -0.6 | i | 0.7 | -2 | -2 | -10 | -2 | -4 | 15
CN1C(=O)c2ccccc2Sc2ccc(NC(=O)N3CCOCC3)cc21 | -2 | -1.3 | i | -0.3 | 0 | 0 | 6 | 5 | 0 | 17
CCN(CC)c1ncnc2c1ncn2[C@H]1CN(Cc2ccco2)C[C@@H](CO)O1 | 4 | -0.7 | i | 0.3 | 0 | -1 | . | 2 | 2 | 2
(continued)
SMILES | NRP1-CendR mod | LMPTP inh | Neddylation inh | Tb MetRS inh | STEP block | NadD inh | Scp1 inh | SUMO1 PPI mod | DNMT1 inh | SKN-1 inh
COc1cccc2c(=O)c3ccoc3n(C)c12 | -9 | 0.5 | i | -2.6 | -2 | 0 | 4 | 7 | 10 | 0
Cc1ccccc1Cn1c(-c2cncs2)nc2ccccc21 | -6 | 2.4 | i | -1.3 | 1 | 14 | -5 | -5 | -1 | 15
Cn1cccc1C(=O)NNC(=O)COc1ccc(C#N)cc1 | 11 | -1.1 | i | 0.2 | -4 | -2 | -8 | 2 | 1 | -2
COc1ccc(C2=CC(=O)C[C@H](c3ccc(F)cc3)C2)c(F)c1F | -3 | 2.0 | i | -0.3 | 2 | -14 | -8 | -15 | -4 | 6
CN(C(=O)c1ccc(N2CCCCC2)c([N+](=O)[O-])c1)C1(C)CCS(=O)(=O)C1 (stereo unspecified) | 11 | 0.0 | i | -0.9 | -3 | -5 | 0 | -20 | 1 | -13
COC(=O)c1cc(S(=O)(=O)NCCc2ccc(C)cc2)c[nH]1 | -12 | -0.2 | i | -0.2 | -3 | -2 | -9 | -2 | 0 | 1
CC(=O)Nc1ccc(S(=O)(=O)Nc2cccc(S(=O)(=O)N(C)c3ccccc3)c2)cc1 | 9 | -0.8 | i | -0.2 | -4 | -1 | -7 | -2 | 1 | -7
COCCCN(C(C)=O)c1nc(-c2ccccc2)cs1 | -7 | -0.4 | i | -1.5 | -1 | -3 | -5 | -6 | -2 | 12
O=C(CNC(=O)c1ccco1)NC1CCCCCC1 | -2 | -1.0 | i | -0.6 | 3 | -1 | -3 | 0 | 1 | -13
O=C(CSc1ccccc1)OCC(=O)N1CCN(C(=O)c2ccco2)CC1 | -5 | 0.0 | i | 0.1 | -1 | -5 | -10 | -3 | -1 | 6
O=C(NCc1cccs1)C(=O)NCC(c1ccco1)N1CCN(c2ccccc2)CC1 (stereo unspecified) | 3 | 1.5 | i | -0.3 | -2 | -3 | -9 | 2 | -1 | 1
Cc1ccc2cc(/C=N/NC(=O)CN3CCCCC3)c(Cl)nc2c1 | 10 | -0.1 | i | 0.1 | 0 | -2 | -3 | -24 | 11 | 6
CCOC(=O)COc1ccc(C)cc1-c1ccno1 | -10 | -0.9 | i | -0.6 | 3 | 4 | -11 | 3 | -1 | 2
CCCCCC(=O)N1CCCCC1 | 11 | -1.7 | i | 0.1 | -1 | -5 | 1 | 2 | 1 | 12
Cc1ccsc1C(C(=O)NC1CCCCC1)N(C(=O)c1csnn1)C1CC1 (stereo unspecified) | -10 | -1.2 | i | 0.1 | -8 | -1 | -3 | 0 | -1 | -7
CC(=O)Nc1cccc(C(=O)OC(C)C(=O)NC(=O)NC2CCCCC2)c1 (stereo unspecified) | -3 | 0.7 | i | -0.2 | 1 | -2 | -8 | 3 | -1 | 3
CCc1nc(Nc2ccc3c(c2)OCCO3)c2oc3ccccc3c2n1 | -10 | 3.2 | . | -1.2 | -3 | 6 | 0 | 4 | 1 | -12
CCN(CC)S(=O)(=O)c1ccc(-c2nnc3sc4cccc(C)c4n23)cc1 | 3 | 0.5 | i | 0.7 | 2 | 8 | -4 | 5 | -3 | 13
N/C(=N\S(=O)(=O)c1ccc(Cl)s1)c1ccccc1 | 7 | -0.7 | i | -1.9 | -1 | -9 | -7 | 0 | -2 | -1
COc1ccc(CNc2ccc(Cl)cc2)cc1Cn1ccnc1 | -1 | 0.3 | i | -0.3 | -1 | -7 | -9 | 1 | 1 | 8
O=[N+]([O-])c1cccc(CNc2ccc3c(c2)CCC3)c1 | 1 | 2.1 | i | 0.1 | 3 | -2 | -30 | -9 | -4 | 5
CSc1ncc(C(=O)Nc2ccc(C(C)=O)cc2)c(-c2ccccc2)n1 | 1 | 0.9 | i | -1.5 | 2 | -9 | -4 | -6 | 0 | 9
COCCNC(=O)C1CCCN(C(=O)c2ccnc(Cl)c2)CC1 (stereo unspecified) | 19 | -0.9 | i | -0.1 | -1 | -2 | . | -3 | 1 | 8
NS(=O)(=O)c1ccc(CCNC(=O)c2ccc3c(c2)N(Cc2ccccc2)CCS3)cc1 | 10 | 4.9 | i | -0.2 | 1 | 6 | -1 | -18 | -5 | 18
COC(=O)c1nn(C23CC4CC(CC(C4)C2)C3)c2c1C(=O)N(c1ccc(F)cc1)C2=O | 5 | 1.9 | i | 0.6 | 3 | -5 | -5 | -3 | -6 | 17
COc1ccc(C(=O)NNC(=O)c2cc3cccc(OC)c3oc2=O)cc1 | -2 | 2.7 | i | -0.5 | -1 | -4 | -3 | -19 | 6 | 0
COc1cc(OC)nc(/N=C/NO)n1 | 10 | 1.4 | i | -0.3 | 1 | -4 | 0 | 3 | -1 | 4
